# hcGAS lum: inhibitors of human cGAS. Q8N884. recombinant h-cGAS, ATP depletion, Kinase-Glo luminescence. inhibition, % at 12.5 µM. 290,000 tested, 0.081% active. AID 1259398;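 also: 0% = vehicle reaction and 100% = reaction without DNA for no activity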
# Target sequence (Q8N884 whole entry, looked up): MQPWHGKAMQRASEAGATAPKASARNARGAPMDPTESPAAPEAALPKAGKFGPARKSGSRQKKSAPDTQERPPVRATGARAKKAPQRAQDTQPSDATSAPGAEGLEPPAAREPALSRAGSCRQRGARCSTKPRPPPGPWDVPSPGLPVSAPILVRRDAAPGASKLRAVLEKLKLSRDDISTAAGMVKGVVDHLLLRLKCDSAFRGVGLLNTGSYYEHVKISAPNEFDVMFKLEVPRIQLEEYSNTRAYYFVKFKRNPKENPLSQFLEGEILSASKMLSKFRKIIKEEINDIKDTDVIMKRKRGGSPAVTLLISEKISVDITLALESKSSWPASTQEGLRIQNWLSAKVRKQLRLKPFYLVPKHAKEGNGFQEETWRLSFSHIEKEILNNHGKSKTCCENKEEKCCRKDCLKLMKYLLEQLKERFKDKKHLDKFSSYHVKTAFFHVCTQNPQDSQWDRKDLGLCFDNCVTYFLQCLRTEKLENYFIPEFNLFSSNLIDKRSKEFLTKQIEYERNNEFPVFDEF
# mcGAS lum: mouse cGAS inhibition by luminescence. Q8C6L5. recombinant cGAS, Kinase-Glo ATP depletion luminescence. inhibition, % at 12.5 µM. 160,000 tested, 0.15% active. AID 1259399;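 also: 0% = negative control wells and 100% = reference inhibitor with no enzyme activity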
# NPYLR7 ag: activates Aedes aegypti NPYLR7 receptor | 270,000 tested, 0.15% active | HEK293T NPYLR7/Galpha15, GCaMP6s calcium fluorescence | activation, % at 10 µM; in the data active = activation above about 40%;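 also: 0% = vehicle and 100% = reference agonist at the receptor; some compounds past the cut are filed as inactive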
# An asterisk follows results filed as active; . = no result given. Rule as the data show it, unless noted: active = inhibition above about 40%; inactive = the rest.
SMILES,hcGAS lum,mcGAS lum,NPYLR7 ag
COc1nc2nc(N)nc(N)c2nc1C,0,.,3
CC(C)CCCN=Cc1c(O)n(C)c(=O)n(C)c1=O,3,-2,8
Cc1nc(COC(=O)c2cc3ccccc3cc2O)oc1C,6,.,0
COc1cc(CNC(=O)Cn2cc(C)cn2)ccc1OCCN(C)C,-10,.,-2
O=C(NCC1(Cn2cccn2)CC1)C1CNCCO1 (centres undefined),-8,.,2
COc1cccc(-c2nc(C=Nc3ccccc3Br)c(O)o2)c1,-4,.,-3
COc1ccc(-n2c(C)c(C)n3c4c(=O)n(C)c(=O)n(C)c4nc23)cc1Cl,0,-5,0
CCc1nc2ccc(C(=O)NCc3ccc4c(c3)OCO4)cn2c1N(CCN(C)C)CC1CC1,-8,-3,-4
Cc1nc(C)n(-c2ccc(C(=O)Nc3n[nH]c(C4CC4)c3C)cc2)n1,-6,.,-1
CC(/C=C1\N=C(c2cccc(F)c2)OC1=O)=C\c1ccccc1,-5,-6,11
CNC(=O)c1ccc(S(=O)(=O)N2CCc3sccc3C2C)cc1 (centres undefined),-18,-7,-1
FC(F)(F)c1nnc2ccc(Nc3cnn(CC4CCCO4)c3)nn12 (centres undefined),5,.,3
Cc1ccc(N2CN(CCO)Cn3c2nc(C)c(C)c3=O)c(C)c1,-4,.,-4
S=c1oc(-c2ccco2)nn1CN1CCN(c2cccc(Cl)c2)CC1,-1,-6,0
Cc1nn(-c2ccccc2)c(N)c1-c1ccc(S(C)(=O)=O)cc1,-4,.,-3
COc1cc(OC)c(C2NC(=O)NC(C)=C2C(=O)Nc2cccc(Cl)c2)cc1OC (centres undefined),-7,-6,0
CCc1ccc(CN(C)CN2C(=O)CC(C)C2C)cc1 (centres undefined),-2,.,-7
C=CCSc1nnc2c(n1)OC(C)(C)Nc1ccccc1-2,-9,-6,15
CC1CCN(c2ccc(NC(=O)Nc3cccc(Cl)c3)cc2C(=O)NC(C)c2ccccc2)CC1 (centres undefined),-2,-6,-3
COCCN(Cc1nccn1Cc1ccc(C(F)(F)F)cc1)C(=O)c1ccc(F)cc1,-1,-4,7
CCCNC(=O)c1nnn(-c2ccccc2OCC)c1C,-11,-9,4
O=C(CN(CC1CCCO1)C(=O)C12CC3CC(CC(C3)C1)C2)N(Cc1ccc(F)cc1)Cc1ccco1 (centres undefined),3,-1,-10
Cc1nc2c(OCc3cccc(Cl)c3)cccn2c1N(C)CC1CC1,-4,-4,11
O=C(CCc1cnn(-c2ccccc2)c1)N1CCCC(c2ccn[nH]2)C1 (centres undefined),-9,.,3

# Profiles from above. Order of values: hcGAS lum | mcGAS lum | NPYLR7 ag
# CCCNC(=O)c1nnn(-c2ccccc2OCC)c1C is listed with -11 | -9 | 4
# CC1CCN(c2ccc(NC(=O)Nc3cccc(Cl)c3)cc2C(=O)NC(C)c2ccccc2)CC1 (centres undefined) is listed with -2 | -6 | -3
# Cc1nc2c(OCc3cccc(Cl)c3)cccn2c1N(C)CC1CC1 is listed with -4 | -4 | 11

# New compounds follow
SMILES,hcGAS lum,mcGAS lum,NPYLR7 ag
CCc1ccc(CNC(=O)c2cc(-c3ccccc3)ns2)s1,-5,.,0
CCCn1ccnc1CN1CCCC(c2nn(C)c(=O)n2CC)C1 (centres undefined),-5,.,-6
c1ccc(COC2CCCN(Cc3cc4ccccc4o3)C2)nc1 (centres undefined),-1,.,-5
COc1ccc(CN2CCN(Cn3nnc4ccccc4c3=O)CC2)cc1F,-8,.,6
CNC(=O)CC(C)N(C)Cc1[nH]c2ccc(F)cc2c1C (centres undefined),-3,.,1
CN(Cc1ccc(F)c(F)c1)C(=O)CSCC#N,1,.,0
CCOC(=O)CC1CCCCN1C(=O)c1cn(Cc2ccc(OC)cc2)nn1 (centres undefined),-5,.,4
NC(=O)C1CCN(C(c2cccc(F)c2)C2Sc3nc(-c4ccco4)nn3C2=O)CC1 (centres undefined),-1,2,7
O=C(CCn1nnc(-c2ccccc2)n1)N1CCC2(CCNCC2)CC1,-6,.,6
COc1cccc(-c2nc(OCC(C)C)nn2-c2cccc(NC(=O)Nc3ccccc3C)c2)c1,-15,-5,19
CCNc1ncc(CN(C)Cc2cccc3ncccc23)cn1,-3,.,-2
CCCn1cc(CN2CCC(N3CCCC3=O)CC2)c(C)n1,-6,.,7
CCC(C)C(N)C(=O)Nc1nnc(-c2cccc(C)c2)s1 (centres undefined),-4,-5,-9
Cc1csc(CNC(=O)COc2ccc3cc(Br)ccc3c2)n1,3,.,-2
CC(NC(=O)c1cccc(OC2CCN(C(=O)C3CC3)CC2)c1)c1ccc(Cl)cc1 (centres undefined),-8,-11,0
CCC(C)NC(=O)N1CCNC(=O)C1(C)C (centres undefined),-10,-7,.
O=C(NC1CCN(c2ccccc2C(=O)NCC2CCCO2)CC1)c1ccc(F)cc1 (centres undefined),-11,-5,15
Cc1ccc(CSc2nc(CC(=O)Nc3ccccc3)cs2)cc1,-6,-6,.
COc1cccc(-c2cc(C(=O)N3CCN(C(=O)Nc4ccccc4F)CC3)c(C)n2-c2ccccc2)c1,-8,1,0
COc1ccccc1Cc1nnc(C2(c3ccccc3)CCOCC2)o1,-8,-12,4
CC(C)C(Nc1ncnc2sc3c(c12)CCCC3)c1nc(C2CC2)no1 (centres undefined),-8,.,1
CC(C)(C)c1cc(NS(=O)(=O)c2ccc(Br)cc2)n[nH]1,-7,-14,2
C=CCn1c(=NC(=O)c2ccc(S(C)(=O)=O)cc2)sc2cc(S(C)(=O)=O)ccc21,-9,.,5
Cc1ccc(C(=O)N(CC(N)=O)[C@H](C)c2ccccc2)cc1C,-5,.,3
O=C(c1coc(COc2cccc3cccnc23)n1)N1CCSCC1,-9,.,-3
Cc1ccc(C2CC(c3ccccc3F)=NN2C(=O)CN2CCOCC2)c(C)c1 (centres undefined),-8,-7,24
CCOC(=O)c1ccc(NC(=O)CC2Nc3cccc4cccc(c34)NC2=O)cc1 (centres undefined),-6,.,-3
COCC(=O)Nc1ccc(N(C)C)c(CN(C(=O)c2ccccc2Cl)C(C)c2ccccc2)c1 (centres undefined),-3,-2,-1
CC(O)CNc1ccc(-n2nc(OCc3ccc(F)cc3)nc2-c2cccc(F)c2)cc1 (centres undefined),-9,-5,.
Cc1cc(C)n(-c2ccc3n[nH]c(=O)n3n2)n1,-4,.,-6
O=C(NCCCOc1cccc([N+](=O)[O-])c1)C1CC[C@@H]2CCC[C@H]12 (some centres undefined),-9,-4,-8
Cc1ccnc(NC(=O)CCCn2c(=O)oc3cc([N+](=O)[O-])ccc32)c1,-8,.,4
CC(c1cccc(NC(=O)c2ccccc2)c1)N(C)C(=O)C1CCC1 (centres undefined),-4,.,1
Cc1nn(C)c(C)c1CCC(=O)NCc1scnc1-c1ccccc1,-5,-2,-3
Cc1cn(CCNc2nc(-c3ccccc3)nc3c2CCNC3)nn1,-7,-15,3
Cc1nn(CC(=O)c2cc(C)n(C3CC3)c2C)c(C)c1[N+](=O)[O-],-3,-7,23
CC(=O)c1cc(-c2nc3ccccc3n2C)n(C)c1,-4,.,18
C#CCOCC(O)CN(Cc1ccccc1F)CC1CC(c2ccccc2)=NO1 (centres undefined),2,-2,-2
CC(C)CN1CC(C(=O)N2Cc3cnn(CCO)c3C2)CC1=O (centres undefined),-4,-18,7
COc1ccc(N=Cc2nc(-c3ccc(C)cc3)oc2O)cc1Cl,3,0,-3
CCOc1ncccc1C(=O)N1CCOC(Cc2ccccc2)C1 (centres undefined),-2,.,16
Cc1cccc(C(=O)N2CCC(c3ccccc3C(=O)O)C2)c1C (centres undefined),-4,.,3
CC(C)(C)c1ccc2c(c1)CCN2C(=O)c1ccc2c(c1)C(=O)NC2=O,-5,-9,0
CC(C)Cn1c(=O)c2ccc(C(=O)NC(C)C)cc2n2c(=O)n(CC(=O)NC(C)C)nc12,-5,-10,-1
O=S(=O)(c1ccc(N2CCCN(c3nccs3)CC2)cc1)C(F)F,-6,-15,16
O=C1CN(Cc2cc(-c3ccc(Cl)cc3)no2)CCN1,-7,.,-15
Cn1cc(OCc2ccc(F)cc2)c(=O)cc1C(N)=O,-5,.,2
CCCNC(=O)Cn1nc2c(c1NC(=O)C1CC(=O)N(c3ccc(C)cc3)C1)CSC2 (centres undefined),-5,-5,1

# Filtered by structure, the compounds so far containing a CF3 group (2)
SMILES,hcGAS lum,mcGAS lum,NPYLR7 ag
FC(F)(F)c1nnc2ccc(Nc3cnn(CC4CCCO4)c3)nn12 (centres undefined),5,.,3
COCCN(Cc1nccn1Cc1ccc(C(F)(F)F)cc1)C(=O)c1ccc(F)cc1,-1,-4,7

# New compounds follow.
SMILES,hcGAS lum,mcGAS lum,NPYLR7 ag
Cc1csc(CN2CCOc3c(O)cc(-c4ccc(C)s4)cc3C2)n1,2,.,-6
CC1CCCN(C(=O)Nc2ccc(CS(=O)(=O)C(C)C)cc2)C1 (centres undefined),-10,.,9
Cc1c(CN2CCCC(CCC(=O)NCc3ccccc3Cl)C2)cnn1C (centres undefined),2,.,2
Fc1ccccc1C1c2cccn2CCCN1Cc1ccccn1 (centres undefined),-8,-4,12
COc1ccc(-n2nc(C(=O)c3ccccc3)cc(C(=O)c3ccccc3)c2=N)cc1,-2,.,-2
CCc1cn[nH]c1C1CCN(C(=O)C2CC(=O)Nc3ccc(F)cc32)CC1 (centres undefined),-11,.,1
C[C@@H]1NC(=O)N[C@@H]1CCCCCC(=O)N1CCc2ccccc2C1,-10,-5,-12
Cc1ccc2nc(C)c(NC(=O)c3ccc(S(=O)(=O)N(C)C)cc3)c(=O)n2c1,-18,.,2
Cc1cc2nc(NCCCN(C)C)sc2cc1C,-14,.,-4
O=C(CN(C(=O)C1CCCCC1)C1CC1)Nc1nc(CC(=O)N2CCN(c3ccccc3F)CC2)cs1,-2,-3,15
Cc1nc(C(C)C)sc1C(=O)N(Cc1ccccn1)CC1CCCO1 (centres undefined),-5,.,7
Cc1c(CN2CCN(Cc3cccs3)C(CCO)C2)c(=O)n(-c2ccccc2)n1C (centres undefined),-3,-9,15
Cc1ccccc1Cn1ccc(NC(=O)c2nn3cccnc3c2Cl)n1,-4,.,18
O=C(CCn1cccn1)N1CCOC(c2ccc(Cl)c(Cl)c2)C1 (centres undefined),-4,.,8
CNc1cc(C(=O)N2CCC3(CCCN(Cc4cc(OC)ccc4F)C3)C2)ccn1 (centres undefined),-1,.,15
CNc1cc(-c2cnn(CC(C)C)c2)ncn1,-14,.,1
CCC1CCC(CNC(=O)Cc2c(C)nn(C)c2C)CC1 (centres undefined),-6,-14,27
C=CCNc1nnc(C)c(=O)[nH]1,-5,.,11
COC(=O)C(C(=O)OC)c1ccc(C(c2ccccc2)C(C(=O)OC)C(=O)OC)cc1 (centres undefined),-6,-2,-1
CC1CCCN(Cc2nc3scc(-c4ccccc4)c3c(=O)[nH]2)C1 (centres undefined),-6,.,-9
O=C(Cn1cnnn1)N1CCC(N2CCCC(C(=O)N3CCCC3)C2)CC1 (centres undefined),-7,-14,3
Cn1ccnc1SCc1cc(=O)c(OC(=O)c2ccc(S(=O)(=O)N3CCCC3)cc2)co1,-1,-3,-4
Nc1nc(Cl)nc2c1ncn2[C@@H]1O[C@H](COP(=O)(O)OP(=O)(O)OP(=O)(O)O)[C@H](O)C1O (some centres undefined),2,9,129*
S=c1sc2c(N3CCOCC3)ncnc2n1-c1ccccc1,-6,.,2

# Quoted at random: seven records from the list
SMILES,hcGAS lum,mcGAS lum,NPYLR7 ag
CNc1cc(-c2cnn(CC(C)C)c2)ncn1,-14,.,1
COC(=O)C(C(=O)OC)c1ccc(C(c2ccccc2)C(C(=O)OC)C(=O)OC)cc1 (centres undefined),-6,-2,-1
CC1CCCN(Cc2nc3scc(-c4ccccc4)c3c(=O)[nH]2)C1 (centres undefined),-6,.,-9
CNc1cc(C(=O)N2CCC3(CCCN(Cc4cc(OC)ccc4F)C3)C2)ccn1 (centres undefined),-1,.,15
O=C(CCn1cccn1)N1CCOC(c2ccc(Cl)c(Cl)c2)C1 (centres undefined),-4,.,8
Cc1ccccc1Cn1ccc(NC(=O)c2nn3cccnc3c2Cl)n1,-4,.,18
S=c1sc2c(N3CCOCC3)ncnc2n1-c1ccccc1,-6,.,2

# (continued)
SMILES,hcGAS lum,mcGAS lum,NPYLR7 ag
CCc1nc2c(OCc3ccccc3)cccn2c1N(C)C(=O)c1ccc2c(c1)OCO2,-3,-3,-9
COc1cc(OC)c(C(C)=O)c(O)c1C,-4,.,14
COCC(C)Nc1ncnc2c1c(-c1ccccc1)cn2-c1ccc(Br)cc1 (centres undefined),-4,-7,1
Cc1cccc(-n2nnnc2SCc2cc(C)no2)c1,-6,.,3
CC(C)NC(=S)NN=C1CCCCC1C1CCCCC1 (centres undefined),-2,.,-4
O=C1CN(c2ccccc2)CCCN1,-7,-15,-2
Cc1ccc(-c2noc(-c3sccc3S(=O)(=O)N(C)c3ccccc3)n2)cc1,-4,-8,.
Cc1ccccc1CC(=O)N1CCC(CCC(=O)NC2CC2)CC1,-9,.,4
O=C(COC(=O)C1CC2CCCC(C1)C21SCCS1)NC(=O)NC1CCCCC1 (centres undefined),-2,-1,4
C=Cc1ccc(NC2CC3CCC(C2)N3C(=O)OC(C)(C)C)cc1 (centres undefined),-5,.,7
O=C(NC1CCC[C@H]1OCc1ccccc1)c1cncn1-c1cccc(-c2ccccc2C(F)(F)F)c1 (some centres undefined),2,-4,13
CCC(COC)NC(=O)c1cncn1-c1cccc(-c2ccccc2C(F)(F)F)c1 (centres undefined),-9,-8,4
O=C(c1ccncn1)N1CCOc2c(O)cc(-c3cccnc3)cc2C1,1,.,6
CC(C)(NC(=O)CCNc1ccccc1)c1ccc(Cl)c(Cl)c1,-7,.,-2
O=c1[nH]c(C23CC4CC(CC(C4)C2)C3)nc2c1CCNC2,1,0,.
Cc1cccc(C)c1OC1CN(CCC(=O)Nc2nccs2)C1,-5,-14,6

# High-throughput results as filed in PubChem BioAssay.
